Bioassay records: PubChem, Sanford-Burnham Center for Chemical Genomics
APJ agonist: agonists of human APJ apelin receptor; P35414; CHO-K1 APJ PathHunter beta-arrestin, luminescence; 0% DMSO wells, 100% apelin; activation, % at 20 µM; actives 0.11% (n = 330,000); AID 2520;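 active = activation more than six SD over the plate average, tested at 20 µM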;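 also: 0% = DMSO alone and 100% = apelin-13 at 10 nM; some results filed as inactive read as strong as hits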
Target sequence (P35414 whole entry, looked up): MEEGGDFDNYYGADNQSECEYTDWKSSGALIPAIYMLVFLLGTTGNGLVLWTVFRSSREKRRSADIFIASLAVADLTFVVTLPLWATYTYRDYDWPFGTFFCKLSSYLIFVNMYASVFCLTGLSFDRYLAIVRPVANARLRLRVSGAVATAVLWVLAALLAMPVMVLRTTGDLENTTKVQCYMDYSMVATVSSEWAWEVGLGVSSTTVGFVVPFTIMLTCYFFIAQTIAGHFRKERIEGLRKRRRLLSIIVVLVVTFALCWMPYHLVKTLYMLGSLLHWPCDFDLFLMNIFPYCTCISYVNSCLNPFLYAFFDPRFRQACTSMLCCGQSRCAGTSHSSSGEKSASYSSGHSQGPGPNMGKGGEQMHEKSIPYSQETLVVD
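Assay system: engineered CHO-K1 APJ arrestin reporter cells; Amount: 1000 CHO-K1 reporter cells seeded per well; Dosing: one dose, 20 µM compound, 1% DMSO; Times: compound stimulation 90 min at 25 °C, detection 60 min; Measured by: luminescent beta-gal fragment complementation, chemiluminescent substrate; Read-out: APJ–arrestin association signal; Controls: DMSO vs Apelin-13 10 nM.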
CXCR6 block: CXCR6 (human) receptor inhibition | O00574 | CHO-K1 PathHunter CXCR6 beta-arrestin, luminescence | inhibition, % at 20 µM | actives 0.36% (n = 360,000) | AID 602244; in the data active = inhibition above about 34%, passing the limit was not always enough;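 also: antagonist mode with CXCL16 agonist at 10 nM final; 0% = 10 nM CXCL16 with DMSO and 100% = unstimulated wells without agonist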
APJ antagonist: antagonists of human APJ apelin receptor; P35414; inhibition, % at 20 µM; actives 0.32% (n = 330,000); CHO-K1 APJ beta-arrestin complementation, luminescence; AID 2521;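 active = inhibition above about 40% at 20 µM, limit read from the data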;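 also: cells challenged with 10 nM apelin-13 agonist together with compound; plate controls were apelin-13 plus DMSO wells for no effect and DMSO wells lacking apelin-13 for full effect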
EBI2 block: antagonists of human EBI2 receptor. EBI2 beta-arrestin recruitment, luminescence, 7a,25-OHC stimulated. inhibition, % at 5 µM. P32249. actives 0.81% (n = 360,000); in the data active = inhibition above about 38%;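 also: enzyme fragment complementation signal reports receptor beta-arrestin coupling in cells; 0% = agonist plus DMSO wells and 100% = wells without agonist; some results beyond the cut were filed as inactive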
ATG4B inh: inhibitors of human ATG4B cysteine protease; Q9Y4P1; ATG4B cleavage of LC3-PLA2, NBD-HPC fluorescence, 1 h; inhibition, % at 8.33 µM; actives 0.51% (n = 340,000); AID 504462; in the data active = inhibition above about 40%
Target sequence (Q9Y4P1 whole entry, looked up): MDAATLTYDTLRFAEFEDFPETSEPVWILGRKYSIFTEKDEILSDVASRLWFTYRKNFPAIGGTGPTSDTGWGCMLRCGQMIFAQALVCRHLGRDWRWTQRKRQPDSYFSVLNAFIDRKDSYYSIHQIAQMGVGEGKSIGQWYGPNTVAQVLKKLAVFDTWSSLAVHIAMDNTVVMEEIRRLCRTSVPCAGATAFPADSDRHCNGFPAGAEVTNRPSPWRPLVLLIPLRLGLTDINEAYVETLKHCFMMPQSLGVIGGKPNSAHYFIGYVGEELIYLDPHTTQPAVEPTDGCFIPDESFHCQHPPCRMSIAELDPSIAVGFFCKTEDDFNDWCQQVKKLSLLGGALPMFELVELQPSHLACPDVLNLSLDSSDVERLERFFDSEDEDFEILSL
UBC13 inh: blocks human UBC13 polyubiquitin chain formation; inhibition, % at 20 µM; TR-FRET; actives 0.47% (n = 330,000); AID 485273; in the data active = inhibition above about 45%, passing the limit was not always enough
Target sequence (P61088 whole entry, looked up): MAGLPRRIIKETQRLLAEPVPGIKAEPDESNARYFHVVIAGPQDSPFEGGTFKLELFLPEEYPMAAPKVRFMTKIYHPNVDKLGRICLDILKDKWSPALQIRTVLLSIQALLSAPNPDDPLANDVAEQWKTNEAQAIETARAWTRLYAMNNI
CCR6 antag: blocks CCL20-driven beta-arrestin recruitment at human CCR6; P51684; CHO-K1 CCR6 PathHunter beta-arrestin, luminescence, CCL20-stimulated; inhibition, % at 20 µM; actives 0.49% (n = 340,000);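 active = compounds whose inhibition of the agonist-driven luminescence signal at 20 µM reaches about 50%, limit read from the data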;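 also: cells stimulated with CCL20 at 14 nM final; plate controls were DMSO with CCL20 for no effect and DMSO without agonist for full effect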
Gli-Sufu block: antagonists of Gli-Sufu signaling; Sufu-KO-LIGHT fibroblasts, Gli luciferase reporter luminescence; inhibition, % at 5 µM; actives 0.74% (n = 340,000);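 active = inhibition above about 55%, limit read from the data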;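 also: 0% = DMSO-treated cells and 100% = wells with medium but no cells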
* marks the source's active call; other numbers are inactive results; nt = no result given.

smiles,APJ agonist,APJ antagonist,EBI2 block,UBC13 inh,CCR6 antag,ATG4B inh,CXCR6 block,Gli-Sufu block
O=C1CC(c2ccccc2)Cc2nc(NCc3ccco3)ncc21 (centres undefined),-5,6,6,2,14,9,2,30
CCCCOc1cccc(C(=O)NC(=S)Nc2cccc(NC(=O)c3ccccc3Cl)c2)c1,-7,10,23,-6,34,4,14,8
Cc1ccc(NC(=O)CCc2ccc(C)o2)c(Br)c1,5,22,3,1,18,-4,3,4
CCOC(=O)C1(Cc2cccc(OC)c2)CCN(Cc2ccccc2)CC1,-3,-37,16,3,0,-6,7,21
CC(C)N(CCNS(=O)(=O)c1ccc(Cl)cc1)C(C)C,-4,11,9,7,-3,-2,9,8
Cc1cccc(N2Cc3ccccc3C2=NC(=O)c2ccc(Cl)nc2)c1,-2,17,-13,-2,14,-1,0,-2
CC1CC(NC(=O)c2cnc3n(c2=O)CCS3)CC(C)(C)C1 (centres undefined),1,-4,-1,3,3,-1,6,5
COC(=O)c1ccc(C(=O)OC)c(NC(=O)C2CC2)c1,-2,0,6,-13,4,-1,10,-26
CCCSCCCNC(=O)Cn1nc(CC)n2c(cc3c(OC)cccc32)c1=O,-2,1,-13,16,8,1,-6,4
O=C(CSc1nc2ccccc2o1)Nc1ccccc1,-1,17,-2,5,-15,-1,-2,-2
CCN(CC)S(=O)(=O)c1cccc(C(=O)OC2CC(C)OC2=O)c1 (centres undefined),0,4,0,5,12,-3,-3,1
Cc1ccc(S(=O)(=O)N(C)C)cc1NC(=O)COC(=O)CNC(=O)c1cccs1,0,6,0,-5,14,3,1,-7
Cn1c(N)c(-c2nc3cccnc3n2C)sc1=S,-4,31,-1,-12,12,-10,14,-12
CN(CC(=O)Nc1ccc(N2CCOCC2)cc1)C(=O)CC(c1ccccc1)c1ccccc1,-3,-8,-1,-10,13,1,-4,nt
COCCN1C(=O)C(=O)/C(=C(/O)c2ccc(S(=O)(=O)N3CCCCC3)cc2)C1c1ccc(OC)cc1 (centres undefined),0,4,0,-25,8,2,-6,-37
CCOc1ccccc1Nc1cc2n(c(=O)n1)CCc1cc(OC)c(OC)cc1-2,-1,5,0,-3,13,-15,0,15
Cc1ccc(C(CC(=O)O)NC(=O)c2ccc(S(=O)(=O)N3CCCC3)cc2)cc1 (centres undefined),1,21,-14,-5,-3,-12,4,-4
CC(C)(CO)NCC(=O)Nc1cc(C(F)(F)F)cc(NC(=O)CNC(C)(C)CO)c1Cl,1,13,-5,2,3,-9,-7,2
Cc1c(NC(=O)C(C)SC(=S)N2CCCC2)c(=O)n(-c2ccccc2)n1C (centres undefined),-2,7,-5,0,1,-58,-2,-1
Cn1cc(S(=O)(=O)CC(=O)N2CCc3ccccc32)c2ccccc21,1,-1,0,-2,6,-4,1,2
Cc1cc(C(=O)Nc2cccc3c2O[C@@H](CN(C)S(=O)(=O)c2ccccc2)[C@H](C)CN([C@@H](C)CO)C3=O)n(C)n1,-2,-8,-13,5,-8,-3,0,13
O=C(N/N=C/c1ccccc1Cl)c1cccc(F)c1,-6,15,2,19,-38,8,-2,-70
COc1ccc(C(C(=O)NC2CCCC2)N(CCCO)C(=O)Cn2nnc(-c3ccc(C)o3)n2)cc1 (centres undefined),-3,3,1,-3,-8,5,-8,-23
CN(C(=O)c1cccc(NC(=O)Cc2cccc([N+](=O)[O-])c2)c1)C1CCC1,-2,14,-8,19,11,-5,4,10
CC1CC1C(=O)OCC(=O)NC(=O)c1ccc(C(C)(C)C)cc1 (centres undefined),-4,-2,9,11,11,2,5,-3

(next part)
smiles,APJ agonist,APJ antagonist,EBI2 block,UBC13 inh,CCR6 antag,ATG4B inh,CXCR6 block,Gli-Sufu block
Cc1cccc(-c2n[nH]c(=S)n2/N=C/c2ccc(C)o2)c1,-1,-12,6,5,21,3,-8,-6
COc1ccc(N(C(=O)CNC(=O)c2ccco2)C(C(=O)NCC2CCCO2)c2ccccc2)cc1Cl (centres undefined),0,-14,-7,-4,-1,-10,-7,-12
CCOc1ccc(OCCCCn2ccnc2)cc1,4,18,-15,7,-6,-4,-6,5
Cc1sc2nc(CN3CCCC3)nc(NCc3ccncc3)c2c1C,-5,12,3,2,6,-3,-8,21
COc1ccc(Cl)cc1NC(=O)Cn1nc(-c2ccc(C)cc2)n(C)c1=S,-1,5,18,5,13,2,-8,5
Cc1ccc(S(=O)(=O)Nc2nc3ccccc3nc2N2CCc3ccccc3C2)cc1,7,-23,8,-20,17,20,2,-60
O=C1CCc2cc(S(=O)(=O)NCCC(=O)NC3CCCCC3)ccc2N1,5,2,-11,5,-15,3,-5,11
O=C(CN(C(=O)CCC(=O)Nc1nccs1)c1cccc(C(F)(F)F)c1)NCC1CCCO1 (centres undefined),-4,3,-2,7,9,11,2,56*
CCc1ccc(NC(=O)C(=O)NCC2CCCN2S(=O)(=O)c2cccs2)cc1 (centres undefined),6,25,8,-2,15,-2,4,-3
CCCCCCCCCCOC(=O)Cn1c(COc2cccc(OC)c2)[n+](C)c2ccccc21,-3,24,-9,58*,10,-3,48*,80*
CN(C1CCCC1)C1CCN(C(=O)CNC(=O)/C=C/c2cccc(C(F)(F)F)c2)CC1,-5,-6,-2,10,-5,4,-2,15
COc1ccc(CCNC(=S)NC(=O)c2c(-c3ccccc3Cl)noc2C)cc1OC,-3,-30,3,6,11,-11,-3,-8
Cc1ccc(-c2ccc(/C=C3/NC(=O)NC3=O)o2)cc1[N+](=O)[O-],nt,nt,11,nt,17,9,0,27
COCCCN1CN(S(=O)(=O)c2cccs2)c2nc3ccccc3nc21,1,-6,2,12,6,-8,6,-6
COc1ccc(N/C=C/C(=O)c2ccccc2)cc1,-3,3,13,0,11,5,-24,-58
COc1ccc(CCNS(=O)(=O)c2cccc3cccnc23)cc1OC,-1,2,1,-14,4,-4,4,-27
O=C(NCCc1ccccc1)c1ccc(OCCOc2ccccc2)cc1,-3,2,19,-3,-4,-9,-14,-20
CSC1=C(C#N)C(c2ccc(C)cc2)C2=C(CCCC2=O)N1 (centres undefined),4,8,3,0,-1,-6,-5,-3
CCc1ccccc1N(CC(=O)NCc1ccccc1)C(=O)CCC(=O)Nc1ccccn1,-3,9,-9,-2,13,-4,3,-36
O=C(CSc1ncn[nH]1)NC1CC2CCC1C2 (centres undefined),-2,-18,8,-4,-19,7,-7,9
O=C(C1CCCN(Cc2cc(Br)ccc2O)C1)N1CCCCC1 (centres undefined),-6,16,-11,6,9,2,9,6
NC(=O)COC(=O)c1cc(=O)[nH]c2ccccc12,-3,-10,-16,0,3,-1,-1,-3
Cc1nnc(Sc2cc(C(=O)NCc3ccco3)c3ccccc3n2)s1,-4,7,-1,-5,8,-7,9,10
S=C1NCCNC(=S)NCCOCCOCCN1,-3,-7,-5,9,-13,-4,-4,5
O=C(C1CCCO1)N1CCN(c2c3c(nc4cc(-c5ccc(F)cc5)nn24)CCC3)CC1 (centres undefined),-1,19,12,16,-4,-1,-3,11

Complete entries, quoted from the list:
CCCCCCCCCCOC(=O)Cn1c(COc2cccc(OC)c2)[n+](C)c2ccccc21 is entered as APJ agonist: -3; APJ antagonist: 24; EBI2 block: -9; UBC13 inh: 58*; CCR6 antag: 10; ATG4B inh: -3; CXCR6 block: 48*; Gli-Sufu block: 80*
Cc1sc2nc(CN3CCCC3)nc(NCc3ccncc3)c2c1C is entered as APJ agonist: -5; APJ antagonist: 12; EBI2 block: 3; UBC13 inh: 2; CCR6 antag: 6; ATG4B inh: -3; CXCR6 block: -8; Gli-Sufu block: 21

Other compounds follow:
smiles,APJ agonist,APJ antagonist,EBI2 block,UBC13 inh,CCR6 antag,ATG4B inh,CXCR6 block,Gli-Sufu block
Cc1c(C(=O)O)c(=S)sn1CCOc1ccccc1,nt,nt,-2,nt,9,-22,2,-2
COc1ccc(Nc2cc(C)nc3nc(C)nn23)c(OC)c1,-3,4,0,5,-7,0,-3,0
Cc1ccn2c(=O)nc(SCC(=O)N3N=C(c4cccs4)CC3c3ccc(F)cc3)nc2c1 (centres undefined),-6,-10,22,-4,22,-5,25,10
CCOc1ccc(-n2c(SCC(N)=O)nc3sc4c(c3c2=O)CCN(C)C4)cc1,-2,-2,-7,6,3,2,10,-14
CCN1CCc2c(sc(NC(=O)C3COc4ccccc4O3)c2C(N)=O)C1 (centres undefined),4,-6,-5,-6,4,-2,0,3
Cc1cc(C(=O)OCC(=O)Nc2ccccc2Cl)c(C)o1,-7,7,3,4,7,-2,-7,-11
CC(=O)c1cccc(NC(=O)Cn2cnc(S(=O)(=O)N3CCOCC3)c2)c1,0,35,1,-3,4,0,6,-3
Cc1cc(OCCN2CCCC2)ccc1C(C)C,-2,3,-6,-4,-6,5,4,-9
COC(=O)c1c(C)[nH]c(C(=O)C(C)OC(=O)C2=NNC(=O)CC2)c1C (centres undefined),-2,16,1,-9,-10,-2,-7,7
FC(F)(F)c1cc(Cl)c2nnc(-c3cccnc3)n2c1,-1,-10,-2,-2,12,16,-5,-16
Cc1cc(S(=O)(=O)N2CCCC(N(C)CCc3ccccn3)C2)c(C)s1 (centres undefined),-8,7,1,4,nt,nt,1,nt
CC(NCC(O)COc1ccc(S(=O)(=O)N2CCOCC2)cc1)c1ccccc1 (centres undefined),-3,-8,1,3,9,-3,3,12
Oc1ccc(N=Nc2n[nH]c(-c3ccccc3)n2)cc1,-2,37,8,-118,37,-5,17,-108
COC(=O)c1ccccc1N=C(SC)N(C)C,-6,-5,-3,10,1,-5,1,-2
CC(=O)Nc1ccc(S(=O)(=O)Nc2ccc(N3CCCCC3)cc2)cc1,-7,-3,-19,-2,14,-10,-2,38
CCOC(=O)C1=C(COC(=O)CCNS(=O)(=O)c2ccc(NC(C)=O)cc2)NC(=O)NC1C (centres undefined),4,8,7,-3,-3,-2,-8,-10
CC(C)(C)c1ccc(OC(=O)Nc2ccc(O)c(C(=O)O)c2)cc1,0,-9,-2,-1,-5,-5,-6,4
O=C(c1ccc(F)cc1F)N1CCC(N2CCC(C(=O)N3CCOCC3)CC2)CC1,-2,15,8,-12,-2,-2,-6,-14
